Screens (PubChem)
CHO-K1 Ca ag: nonselective activator or artifact in parental CHO-K1 cells; Fluo-8 calcium fluorescence; scaled to maximal ATP response, vehicle zero; activation, % at 3 µM; 360,000 compounds, 0.48% hits; AID 602248; in the data active = activation above about 15%;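 note: untransfected CHO-K1 host cells lacking M1 receptor as counterscreen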
TAAR1 antagonist: human TAAR1 antagonism; Q96RJ0; CHO RD-HGA16 TAAR1, Fluo-8 calcium fluorescence, antagonist; inhibition, % at 3 µM; 360,000 compounds, 1.5% hits; AID 624466;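 active = inhibition above a per-plate cutoff, the mean inhibition of test compounds on that plate plus 3 SD, cut at about 49% in these data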;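 note: 0% = DMSO plus EC80 beta-PEA response and 100% = DMSO alone without agonist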
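Test system – hTAAR1-expressing CHO RD-HGA16 cells, Gα16-coupled · Also added – β-PEA at EC80 concentration, post-compound challenge · Compound – 3 µM, single point · Incubation – dye loading 75 min at 37 °C, then 30 min room temperature · Measured by – Fluo-8 intracellular calcium dye fluorescence, real-time kinetic reads · Benchmarks – vehicle and agonist controls · Replicates – singlicate, one well per test compound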
CHRM1 agonist: human M1 muscarinic receptor agonism; CHO-K1 hM1, Fluo-8 calcium fluorescence, agonist mode; 0% DMSO, 100% acetylcholine EC100; AID 588814; P11229; 360,000 compounds, 0.33% hits; activation, % at 3 µM;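 active = activation above the run's mean compound activation plus 3 SD, cut at about 16% in these data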;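 note: peak over basal fluorescence ratio within a 140 s kinetic read after compound addition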
Target sequence (P11229 whole entry, looked up): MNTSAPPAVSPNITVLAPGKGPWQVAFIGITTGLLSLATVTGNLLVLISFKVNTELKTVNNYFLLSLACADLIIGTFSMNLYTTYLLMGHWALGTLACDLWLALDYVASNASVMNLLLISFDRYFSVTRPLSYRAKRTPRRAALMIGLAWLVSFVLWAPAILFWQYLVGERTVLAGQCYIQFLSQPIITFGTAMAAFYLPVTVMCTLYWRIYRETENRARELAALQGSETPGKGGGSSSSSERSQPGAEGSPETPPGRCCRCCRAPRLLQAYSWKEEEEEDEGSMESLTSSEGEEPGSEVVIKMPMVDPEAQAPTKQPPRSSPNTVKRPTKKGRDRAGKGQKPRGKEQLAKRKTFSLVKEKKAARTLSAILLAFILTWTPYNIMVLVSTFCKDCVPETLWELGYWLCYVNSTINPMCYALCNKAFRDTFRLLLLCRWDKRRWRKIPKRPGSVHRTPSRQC
OXTR potentiator: human OXTR potentiation. CHO-OTR cells, Fluo-8 calcium fluorescence, potentiator mode; 0% = oxytocin EC15, 100% = EC100. AID 2445. 320,000 compounds, 0.061% hits. P30559. activation, % at 3 µM;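 active = activation above that plate's cutoff, the mean activation of tested compounds plus 3 SD, cut at about 6.6% in these data, passing the limit was not always enough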;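 note: 100% uses oxytocin at 75 nM as the full agonist control; some results filed as inactive read as strong as hits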
Target sequence (P30559 whole entry, looked up): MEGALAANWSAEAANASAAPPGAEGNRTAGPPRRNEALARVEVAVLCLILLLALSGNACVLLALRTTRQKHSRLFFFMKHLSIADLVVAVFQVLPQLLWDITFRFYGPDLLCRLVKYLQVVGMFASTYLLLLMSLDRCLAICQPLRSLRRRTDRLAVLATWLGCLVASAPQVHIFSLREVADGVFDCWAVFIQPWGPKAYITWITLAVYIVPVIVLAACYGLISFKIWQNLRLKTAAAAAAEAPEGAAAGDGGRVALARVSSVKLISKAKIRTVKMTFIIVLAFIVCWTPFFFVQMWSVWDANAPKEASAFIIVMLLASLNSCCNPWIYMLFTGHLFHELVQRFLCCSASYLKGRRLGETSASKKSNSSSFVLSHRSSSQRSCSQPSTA
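Assay system: CHO cell line stably expressing human OTR. Reagent: EC15 oxytocin agonist. Dosing: single dose, 3.0 µM nominal final compound concentration. Timing: compound 6 min at room temperature before oxytocin, 100 s read. Signal: kinetic Fluo-8 calcium fluorescence. Controls: oxytocin EC15 low and EC100 high.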
M1 PAM parental: counter-screen for M1 PAMs: effect in parental CHO-K1 cells. AID 602247. 360,000 compounds, 0.02% hits. activation, % at 3 µM. ATP EC20, Fluo-8 calcium fluorescence; 0% at ATP EC20, 100% at ATP max;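 active = activation above the run cutoff, the mean activation of all test compounds plus 3 SD, cut at about 40% in these data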;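 note: peak over basal fluorescence ratio in a 140 s read after ATP addition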
CHRM1 antagonist: antagonists of human M1 muscarinic receptor. CHO-K1 hM1, Fluo-8 calcium fluorescence, ACh EC80 antagonist. 360,000 compounds, 1.3% hits. inhibition, % at 3 µM. P11229;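 active = percent inhibition above its own plate's cutoff, namely the mean of that plate's compound wells plus 3 SD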;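 note: peak over basal fluorescence ratio during 140 s after agonist addition; 0% = ACh EC80 plus DMSO and 100% = DMSO alone without agonist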
TAAR1 agonist: agonists of human TAAR1; CHO RD-HGA16 TAAR1, Fluo-8 calcium fluorescence; vehicle wells 0%, saturating PEA agonist 100%; activation, % at 3 µM; 360,000 compounds, 0.99% hits; Q96RJ0;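 active = activation above the mean activation of all test compounds in the run plus 3 SD, cut at about 38% in these data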
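System: CHO RD-HGA16 cells carrying human TAAR1 plus Gα16; Incubation: 17-24 h seeding, 75 min 37 °C dye, 30 min RT; Measured by: Fluo-8 fluorescence, 5 s baseline then 140 s kinetic read; Control set: DMSO and PEA EC100; Replication: single well for each compound.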
CHO parental Ca: counter-screen: ATP calcium response change in parental CHO cells | parental CHO-K1, ATP-induced calcium, Fluo-8 fluorescence | inhibition, % at 5.6 µM | 330,000 compounds, 0.63% hits;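 active = inhibition above that plate's mean sample inhibition plus 3 SD, cut at about 26% in these data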;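 note: 0% = ATP-challenged DMSO wells and 100% = DMSO wells without ATP; some compounds past the cut are filed as inactive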
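Assay system – parental CHO cells · Reagent – ATP stimulus · Detection – intracellular calcium via Fluo-8 no-wash fluorescent dye · Evaluation – percent inhibition of ATP-evoked calcium rise, normalized to controls · Controls – ATP wells versus no-ATP DMSO wells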
CHO-K1 Ca antag: counter-screen for M1 antagonists: effect in parental CHO-K1 cells; ATP-induced calcium, Fluo-8 fluorescence; inhibition, % at 3 µM; 360,000 compounds, 0.6% hits;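 active = inhibition above a per-plate cutoff, the plate's mean sample inhibition plus 3 SD, cut at about 24% in these data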;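 note: 0% = DMSO plus EC80 ATP and 100% = DMSO alone without ATP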
* marks the source's active call; other numbers are inactive results; · = not tested or not shown.

no.	Molecule	CHRM1 antagonist	OXTR potentiator	TAAR1 agonist	CHO parental Ca	TAAR1 antagonist	CHO-K1 Ca ag	M1 PAM parental	CHRM1 agonist	CHO-K1 Ca antag
1	O=C(c1cccc(Cl)c1)N1CCN(Cc2c[nH]c3ccccc23)CC1	3	-17	4	-12	6	1.8	13	-13	-6
2	COc1ccc(/C=C/CN2CCCC(C(=O)c3cc(F)ccc3F)C2)cc1 (stereo not given)	-1	-13	0	-15	-8	0.4	16	-11	-5
3	O=C1C(=O)N(CC2CCCO2)C(c2ccco2)/C1=C(/O)c1ccc(F)cc1 (stereo not given)	7	1	3	-4	-26	0.2	-6	-3	-8
4	Cc1cc(C)cc(-n2nnc(C(=O)NCc3ccccc3Cl)c2N)c1	-9	-12	7	0	-22	0.6	18	0	-5
5	COn1c(=O)c(-c2ccc(Cl)cc2)[n+]([O-])c2ccccc21	-7	-2	7	0	6	0.2	6	-1	-8
6	Cn1nc(C(F)(F)F)c(-c2ccc(Br)cc2)c1NC(=O)C1CCC1C(=O)O (stereo not given)	-4	4	6	-9	-10	0.8	21	-4	-12
7	Cc1nnc(SCC(=O)NCC(=O)Nc2ccc(F)c(F)c2F)n1Cc1ccccc1	-10	2	2	-16	-12	0.2	9	-2	-13
8	COCc1c(C(=O)OC/C(O)=C(\C#N)c2nc3ccccc3[nH]2)oc2ccccc12	6	-13	2	-16	13	4.2	9	-8	0
9	COc1ccc(S(=O)(=O)N/N=C\c2ccc([N+](=O)[O-])o2)c(OC)c1	-19	-10	0	0	7	0.1	-11	-2	5
10	COc1cccc(NC(=O)C(c2ccccc2)N2CCCC2)c1 (stereo not given)	4	0	7	-5	-12	-0.4	0	-7	-5
11	CC(=O)OC(C#CCN1CCOCC1)c1ccccc1 (stereo not given)	-4	0	0	5	9	0.4	-4	-6	4
12	Clc1ccc(Sc2cc(N3CCOCC3)nc(-c3ccccc3)n2)cc1	-5	-3	7	10	-4	-0.1	9	-2	-9
13	COc1cc(OC)cc(C(=O)NNC(=O)c2ccc3c(c2)OCCO3)c1	-2	0	9	-20	-15	0.7	18	0	-6
14	COc1ccc(CC2(C)OC(c3ccc(C)c([N+](=O)[O-])c3)=NN2C(C)=O)cc1 (stereo not given)	1	-4	7	-17	7	0.9	7	-7	-8
15	COc1ccc(C2/C(=C(/O)c3ccc4c(c3)CC(C)O4)C(=O)C(=O)N2CCN2CCOCC2)cc1OC (stereo not given)	-6	·	3	·	-13	8.6	18	1	8
16	CC(C)COc1ccc(C(=O)NNC(=O)CCC(=O)c2cccs2)cc1	-10	-4	5	-7	-18	1.2	24	-6	-18
17	Cc1ccc([N+](=O)[O-])c(OCCN2C(=O)NC(C)(C)C2=O)c1	-13	-8	1	3	7	-0.1	-5	-4	-1
18	COc1cc(/C=N/N=C(N)N)ccc1OCc1ccc(Cl)cc1	-1	0	20	7	-14	0.3	29	-10	-12
19	COCCNC(=O)C1(C)CCCN(C(=O)c2cc(F)cc(F)c2)C1 (stereo not given)	-6	·	1	·	-23	0.6	10	-2	-13
20	CCCCN(C(=O)CSc1nnc(-c2ccc(OC)cc2)n1CC)c1c(N)n(Cc2ccccc2)c(=O)[nH]c1=O	-7	-1	0	6	-6	-0.4	-12	-6	28*
21	C=CCC(O)(CCN1CCCCC1)c1ccccc1 (stereo not given)	98*	-6	18	-9	-12	0.1	7	-5	-14
22	CSc1ccc(C2=CC(=O)C[C@H](c3ccc4c(c3)OCO4)C2)cc1	-11	-3	-1	-7	17	0.3	0	-1	0
23	COc1ccc(NC(=O)c2nc[nH]c2C(=O)N[C@H](C)c2ccccc2)cc1	4	-12	9	-51	10	-0.4	3	1	-10
24	COc1ccc(-c2noc(C3CCCN(C(=O)c4c(F)cccc4F)C3)n2)cc1OC (stereo not given)	-16	-4	2	-21	13	3.3	19	-1	-13
25	Cc1ccc(-n2nnnc2SCn2nnc3ccccc3c2=O)c(C)c1	19	-12	6	8	3	10	-8	3	24*

Grouped by structure, those above containing a furan ring, fused or not (3)
no.	Molecule	CHRM1 antagonist	OXTR potentiator	TAAR1 agonist	CHO parental Ca	TAAR1 antagonist	CHO-K1 Ca ag	M1 PAM parental	CHRM1 agonist	CHO-K1 Ca antag
3	O=C1C(=O)N(CC2CCCO2)C(c2ccco2)/C1=C(/O)c1ccc(F)cc1 (stereo not given)	7	1	3	-4	-26	0.2	-6	-3	-8
8	COCc1c(C(=O)OC/C(O)=C(\C#N)c2nc3ccccc3[nH]2)oc2ccccc12	6	-13	2	-16	13	4.2	9	-8	0
9	COc1ccc(S(=O)(=O)N/N=C\c2ccc([N+](=O)[O-])o2)c(OC)c1	-19	-10	0	0	7	0.1	-11	-2	5

Other structures follow:
no.	Molecule	CHRM1 antagonist	OXTR potentiator	TAAR1 agonist	CHO parental Ca	TAAR1 antagonist	CHO-K1 Ca ag	M1 PAM parental	CHRM1 agonist	CHO-K1 Ca antag
26	CN1CCc2c(sc3nc(SCC(=O)N4CCOCC4)nc(N)c23)C1	-6	-21	19	6	-10	0.3	10	-5	-4
27	O=C(OCc1ccccc1C(F)(F)F)c1ccc(Br)c(S(=O)(=O)N2CCOCC2)c1	3	·	4	·	-6	-0.2	6	-2	9
28	O=C(CN1C(=O)NC2(CCCCC2)C1=O)Nc1cc(C(F)(F)F)ccc1N1CCCC1	-7	·	4	·	-24	0.1	-7	0	-1
29	COc1ccccc1N(C)S(=O)(=O)c1ccc(C(=O)OCC(=O)N2CCCCCC2)cc1	-2	-21	6	-16	0	5.0	11	-4	-12
30	CCOC(=O)c1c(NC(=O)CSc2nnc3c(Cl)cc(Cl)cn23)sc2c1CCC2	-6	-10	-1	-16	-38	-0.1	24	-9	-9
31	COc1ccc(/C=C/c2nc(C)c(-c3ccccc3)c(=O)[nH]2)cc1OC	-3	-8	4	-14	6	0.3	14	-7	-7
32	CCN=c1scc(-c2ccccc2)n1/N=C/c1ccccn1	-1	-11	·	-15	·	3.2	5	-10	11
33	Cc1ccccc1OCC(=O)NNC(=O)c1ccc(-n2cncn2)c([N+](=O)[O-])c1	-15	-8	3	-4	-2	0.9	-2	-1	-8
34	O=C(/C=C/N1CCOCC1)c1cc2ccccc2o1	19	-4	7	-15	-11	0.7	12	-2	-7
35	O=C(Nc1ccc2nc(-c3ccccc3)[nH]c2c1)c1ccco1	-5	-16	8	-4	15	1.7	10	-1	-3
36	COc1cc([N+](=O)[O-])ccc1NC(=O)CCCOc1cccc(C)c1	-4	-7	1	-13	106*	-0.4	-4	-3	-4
37	COc1cc(CNCc2cccs2)ccc1OCc1ccccc1	27	-9	17	-4	-2	2.0	10	-8	-4
38	COc1ccc(C(C(=O)NCC2CCCO2)N(C(=O)Cn2nnc3ccccc32)c2ccccc2C(C)=O)cc1OC (stereo not given)	-2	-1	1	-7	0	2.2	-3	2	18
39	Cc1cc(-c2nc(C)c(C(=O)NN)s2)no1	3	-15	2	-14	-23	4.1	14	-1	-3
40	COc1ccc(S(=O)(=O)NCCc2cn3nc(C)c(C)nc3n2)cc1F	-23	3	2	3	-27	0.2	-2	-2	-9
41	COc1ccc(CC(=O)Nc2c3c(nn2-c2cccc(C)c2C)CS(=O)C3)cc1OC (stereo not given)	-22	-4	14	-3	0	0.3	2	-3	-2
42	COc1ccc(CSc2nc(CSC)cc(N3CCOCC3)n2)cc1	2	-2	26	-13	-26	0.0	9	-8	3
43	COC(=O)c1ccc(Cl)c(NC(=O)CSc2nnc(-c3ccncc3)o2)c1	-5	-9	0	-6	-8	1.3	13	1	-6
44	COCCNS(=O)(=O)c1cccc2cccnc12	-20	-3	1	-1	0	1.3	28	-1	-11
45	COc1ccc(/C=C2/C(=O)N(Cc3ccccc3)N=C2C)cc1	-10	-6	27	-8	7	0.9	19	1	-5
46	O=C(O)c1ccc(Cn2cnc3sc4c(c3c2=O)CCCC4)cc1	-7	-1	0	-16	3	0.1	18	-9	-5
47	CCN1CCN(CC(=O)N2N=C(c3cccs3)CC2c2ccc(F)cc2)C(=O)C1=O (stereo not given)	-7	2	1	-7	-11	4.0	25	-6	-4
48	CC(C)C(=O)NC(NC(=S)Nc1cccc2cccnc12)C(Cl)(Cl)Cl (stereo not given)	-15	-11	7	-7	4	2.9	18	5	-17
49	Cc1ccc(OCCNC(=O)c2ccccc2OCc2c(C)noc2C)cc1	0	-10	4	-27	-3	3.0	26	3	-20
50	CCc1cccc2c(C(=O)C(F)(F)F)cn(CC(=O)N3CCOCC3)c12	-9	-6	10	-6	10	0.0	21	-4	-2
51	CO/N=C/C(C#N)=C/c1cc(C(=O)c2ccccc2)cn1C	-7	-9	-2	-11	5	-0.2	14	-8	-2
52	S=C(Nc1ccccc1)c1nc2ccccc2s1	-12	-11	9	-27	-24	0.3	23	-9	-6
53	CCCCc1ccc(NC(=O)CSc2nc(=O)n(CCN(CC)CC)c3c2CCC3)cc1	36*	-2	-1	-35	-7	-0.4	-18	-7	-2

Compounds listed so far that have a cyano group:
no.	Molecule	CHRM1 antagonist	OXTR potentiator	TAAR1 agonist	CHO parental Ca	TAAR1 antagonist	CHO-K1 Ca ag	M1 PAM parental	CHRM1 agonist	CHO-K1 Ca antag
8	COCc1c(C(=O)OC/C(O)=C(\C#N)c2nc3ccccc3[nH]2)oc2ccccc12	6	-13	2	-16	13	4.2	9	-8	0
51	CO/N=C/C(C#N)=C/c1cc(C(=O)c2ccccc2)cn1C	-7	-9	-2	-11	5	-0.2	14	-8	-2
